Source: PubChem (several laboratories)
Mtb RmlCD inh: M. tuberculosis RmlC/RmlD inhibition; AID 1533; RmlC+RmlD coupled enzyme assay, percent inhibition; primary screen in compound mixtures; 160,000 compounds, 0.03% hits; inhibition, % at 3.6 µM; in the data active means inhibition mostly above about 34%, no sharp cut-off; further: some results filed as inactive read as strong as hits
Target sequence (P9WH09 whole entry, looked up): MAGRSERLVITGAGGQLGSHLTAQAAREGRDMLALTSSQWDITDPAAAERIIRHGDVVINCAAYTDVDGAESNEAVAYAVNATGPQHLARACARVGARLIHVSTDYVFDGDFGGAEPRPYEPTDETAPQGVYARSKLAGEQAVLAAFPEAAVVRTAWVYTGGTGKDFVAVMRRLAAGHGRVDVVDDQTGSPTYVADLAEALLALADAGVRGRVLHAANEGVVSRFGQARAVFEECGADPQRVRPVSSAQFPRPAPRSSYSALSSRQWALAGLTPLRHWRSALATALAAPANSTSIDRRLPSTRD
Target sequence (P9WH11 whole entry, looked up): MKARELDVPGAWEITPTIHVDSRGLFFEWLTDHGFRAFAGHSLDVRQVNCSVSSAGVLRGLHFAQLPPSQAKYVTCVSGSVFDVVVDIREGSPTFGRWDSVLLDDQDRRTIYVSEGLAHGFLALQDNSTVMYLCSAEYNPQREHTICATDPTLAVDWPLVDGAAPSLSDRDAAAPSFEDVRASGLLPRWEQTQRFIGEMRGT
M. tuberculosis GlmU: inhibition of mycobacterial GlmU enzyme – biochemical, glucosamine-1-phosphate acetyltransferase (AID 1376) | inhibition, %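 (tested at 30 µM in the primary screen)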; hits with a dose series show IC50 in µM | 220,000 compounds, 0.25% hits | M. tuberculosis GlmU acetyltransferase enzyme assay; higher % means a stronger effect; in the data active means inhibition above about 13%;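 further: 0% = complete reaction with vehicle and 100% = reaction without substrate; strong numbers were not always called active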
An asterisk follows results filed as active; . = not tested or not shown. These rows are one share of the data; count on the stated rates, not on these rows.

SMILES	Mtb RmlCD inh	M. tuberculosis GlmU
CCOc1ccc(N2CC(C(=O)NC(C)C)CC2=O)cc1 (stereo not given)	-17	-1.2%
NC1=NC(=O)/C(=C/c2ccccc2OS(=O)(=O)c2ccc3ccccc3c2)S1	5	-6.0%
CN(C)CCCN(C(=O)c1ccc2c(c1)CCCC2)c1nc2c(F)cccc2s1	9	0.3%
O=C(COc1cc(Cl)c(Cl)cc1Cl)Nc1ccc([N+](=O)[O-])cc1Cl	18	3.1%
O=S(=O)(Nc1nc2ccccc2nc1Nc1ccc(N2CCOCC2)cc1)c1cc(Cl)ccc1Cl	7	-2.9%
CCNC(=O)CSc1nc2ccccc2c(=O)n1OC	8	-2.9%
CCCC(CCC(=O)Nc1ccn(-c2ccccc2)n1)C(=O)O (stereo not given)	11	-0.3%
CCOC(=O)N1CCN(C(=O)c2ccc3c(=O)n(Cc4ccccc4OC)c(=S)[nH]c3c2)CC1	-1	-1.2%
Cc1ccnc2ccc(SC(F)(F)F)cc12	0	-3.2%
COc1ccc(-c2nc3c(-c4ccccc4)cnn3cc2C)cc1F	5	2.5%
O=C1C(O)CC2c3ccccc3CC3(CCCC3)N12 (stereo not given)	-5	0.3%
CCNC(=O)COc1ccc(CC)cc1	-9	-0.7%
O=C(CNS(=O)(=O)c1ccccc1)NCc1cccnc1	4	-1.1%
O=C(COC(=O)c1cnccn1)Nc1ccc(Cl)cc1	10	5.8%
O=C(Nc1ccc(CN2CCCCC2)cc1)c1c(F)c(F)c(F)c(F)c1F	-14	0.1%
O=C1N[C@@H](Cc2ccccc2)[C@@H](c2ccco2)O1	-3	9.9%
Cc1ccc(C2C3=C(CC(C)(C)CC3=O)N(CCN3CCOCC3)C3=C2C(=O)CC(C)(C)C3)cc1	.	-0.4%
COc1cccc(N=Nc2c(N)[nH]n3c(=O)c4c(nc23)CCCC4)c1	-6	-1.2%
Cc1ccc(CSCC(Nc2ccc(C(=O)O)cc2[N+](=O)[O-])C(=O)O)cc1 (stereo not given)	-13	1.7%
COc1cccc(OCCNC(=O)CSc2ccc(C(F)(F)F)cc2[N+](=O)[O-])c1	.	11%
COc1cccc(C(=O)Nc2nnc(-c3cccs3)o2)c1	5	-1.3%
CCN(CC)S(=O)(=O)c1ccc(OC)c(NC(=O)C(Cc2ccccc2)N2C(=O)c3ccccc3C2=O)c1 (stereo not given)	16	0.1%
CC(C)(C)CNC(CO)C12CC3CC(CC(C3)C1)C2 (stereo not given)	.	3.4%
CC1CCN(CC(=O)NC(=O)NCc2ccccc2)CC1	7	1.4%
CC1CCCCC1NC(=O)c1nn(C)c(=O)c2ccccc12 (stereo not given)	-7	3.8%
Cc1oc(-c2cc3c(cc2Cl)OCO3)nc1CN1CCCC1c1ccc(F)cc1 (stereo not given)	10	1.2%
N#Cc1c(-c2ccccc2)c(-c2ccccc2)nn(CC(=O)NNC(=O)Nc2ccccc2)c1=O	-8	.
O=[N+]([O-])c1ccc2c(c1)/C(=N\O)c1ccccc1-2	-6	-0.6%
O=C(O)c1ccc(N/N=C/c2ccnc3ccccc23)cc1	-11	7.5%
Cc1ccc(/C=N/NC(=O)CCSc2ccccc2)cc1	3	2.2%
O=C(CCc1ccccc1)Nc1ccc(F)cc1F	11	-2.4%
O=C(O)C1CN(C(=O)c2cccc(Br)c2)C1	0	1.0%
COC(=O)c1cn(CC(=O)N2CCCCCC2)c2ccccc12	.	0.1%
Cc1noc(C)c1COC(=O)CCOc1ccccc1	11	13%*
Cc1ccc(N2C(=O)c3ccccc3C2Nc2ccccc2F)nc1 (stereo not given)	-5	-5.4%
O=S(=O)(Nc1cc(Sc2cccc3cccnc23)c(O)c2ccccc12)c1ccccc1	.	6.8%
COc1ccc(-n2c(SCC(=O)Nc3sc4c(c3C#N)CCCC4)nnc2-c2ccc(O)cc2)cc1	2	3.2%
O=S(=O)(c1ccc(-c2ccon2)s1)N1CCN(CCN2CCOCC2)CC1	-5	-0.2%
O=c1c2ccccc2nc(COc2ccccc2)n1/N=C/c1cc([N+](=O)[O-])ccc1O	11	-3.5%
O=C(/C=C/c1ccco1)Nc1ccc(CN2CCOCC2)cc1	6	1.9%
N#Cc1c(N)n(CCOC(=O)c2ccc(Cl)cc2)c2nc3ccccc3nc12	-6	2.3%
CC1(C)Cc2c(sc3nnn(Cc4ccc(Cl)cc4)c(=O)c23)CO1	-6	-1.2%
Cc1cc(NC(=O)/C=C/c2ccccc2)no1	.	4.3%
CS(=O)(=O)N1CCN(C2C3CC4CC(C3)CC2C4)CC1 (stereo not given)	5	-3.7%
O=C(CSc1nnc(Cc2ccccc2)o1)Nc1ccc(Br)cn1	-6	0.1%
CC(C)(C)c1ccc(C2C(C#N)=C(N)Oc3n[nH]c(-c4cccnc4)c32)cc1 (stereo not given)	.	-7.6%
O=c1c2nncn2c2cc(C(F)(F)F)ccc2n1CCNc1ncc(C(F)(F)F)cc1Cl	-12	2.7%
COc1ccc(NC(=S)NC(=O)/C=C/c2ccco2)cc1	5	5.0%
CCOC(=O)n1c(=O)n(Cc2ccc(Cl)c(Cl)c2)c2ccccc21	.	-1.0%
CCOC(=O)CC1C(=O)NCCN1S(=O)(=O)c1ccc(OC)cc1 (stereo not given)	4	-3.7%
O=C(O)c1ccccc1C(=O)Nc1n[nH]c(=S)s1	.	3.4%
O=C(NCc1cccnc1)c1c(F)c(F)c(F)c(F)c1F	10	2.0%
Cc1ccc(N2C(=O)CC(Sc3ccccc3C(=O)O)C2=O)cc1C (stereo not given)	-16	0.9%
C[C@H](N)c1nnc(SCc2ccc(Cl)cc2Cl)o1	9	-5.5%
COc1cccc(N2C(=O)CC(NNc3nc4ccccc4s3)C2=O)c1 (stereo not given)	8	3.5%
Clc1ccccc1-c1nnc2sc(-c3ccc4c(c3)OCO4)nn12	3	-0.4%
Nc1nc(SCC(=O)Nc2ccc3c(c2)CCC3)n[nH]1	7	-5.3%
Clc1ccc(OCC#CCN2CCOCC2)cc1	8	1.3%
Cc1ccc(N2C(=O)N(CC(=O)Nc3cc(C)cc(C)c3)C(=O)C2C)cc1 (stereo not given)	-9	4.8%
CN(CCNC(=O)CN1CCN(Cc2ccccc2Cl)C1=O)Cc1ccccc1	-4	1.7%
(cont.)
SMILES	Mtb RmlCD inh	M. tuberculosis GlmU
O=C(Cn1nnc(-c2ccc3c(c2)OCO3)n1)N1CCOCC1	26	-8.2%
Fc1cc(F)cc(-c2oncc2-c2nnnn2-c2ccccc2)c1	.	2.1%
Cc1cccc(-c2noc(CN(C(=O)C(c3ccccc3)c3ccccc3)C(C)C)n2)c1	-14	8.9%
CCOC(=O)C(C(C)=O)=C1SC2CS(=O)(=O)CC2S1 (stereo not given)	.	7.9%
Cc1ccc(S(=O)(=O)N(C)C)cc1-n1c(SCC(=O)Nc2ccc(F)cc2)nc2ccccc2c1=O	-6	1.5%
C#Cc1ccc([C@@H]2C=C(C(=O)N3CCOCC3)O[C@H](OCC)[C@H]2CCCO)cc1	.	3.7%
CCCn1c(NC(=O)c2ccc(Cl)c(S(=O)(=O)N3CCCC3)c2)nc2ccccc21	.	4.4%
N#Cc1ccc(-c2ccc(Cl)cc2)nc1SCC(=O)c1cccc(Cl)c1	.	2.0%
CN1CCN(c2ncnc(Cl)c2N)CC1	0	-7.3%
CC(=O)c1cc(-c2ccccc2)n(CCC(=O)NCc2cccs2)c1C	2	-5.6%
Cc1nnsc1C(=O)NC1CCCCC1	.	6.2%
O=C(COC(=O)/C=C/c1cccc([N+](=O)[O-])c1)NCc1ccc2c(c1)OCO2	10	1.8%
O=C(Cn1ncc2c(=O)oc3ccccc3c21)NCC1CCCO1 (stereo not given)	.	1.6%
CCOC(=O)c1sc(/N=C/c2c(O)n(-c3cccc(C)c3)c(=O)[nH]c2=O)c(C#N)c1C	7	2.3%
O=C(Cn1nnc2c(cnn2-c2ccc(F)cc2)c1=O)Nc1ccccc1C(F)(F)F	10	0.6%
c1ccc2c3c([nH]c2c1)-c1[nH]ncc1CC3	.	0.1%
CCOC(=O)C1CCN(C(=O)COc2ccc(Cl)cc2Cl)CC1	-7	9.5%
Cc1nccc2oc(=O)c(NC(=O)c3ccc(Cl)cc3)cc12	5	-1.4%
Cc1onc(-c2ccccc2)c1C(=O)N/N=C/c1cccs1	5	-4.6%
CCOc1ccc(Cl)cc1CSc1n[nH]c(C)n1	-1	-2.1%
Cc1nn(C)cc1CNC(=O)Nc1ccc(Br)cc1Cl	10	-2.6%
Clc1nc(N2CCOCC2)ncc1Br	6	3.6%
COc1ccccc1-c1cc(=O)c2c(O)ccc([N+](=O)[O-])c2o1	.	4.9%
O=C(c1cccnc1)N1C2CCC1CC(O)(c1ccc(F)cc1)C2 (stereo not given)	-10	1.2%
COc1ccc(S(=O)(=O)NCCOc2ccccc2)cc1-n1cnnn1	-7	5.7%
CC(C)=CC(=O)Nc1ccc(OCc2ccccc2)cc1	-5	1.6%
COc1ccccc1NC(=S)N(Cc1cccnc1)Cc1ccco1	7	-4.0%
Cc1cc(C(=O)NNS(=O)(=O)c2ccccc2C(F)(F)F)nn1C(C)(C)C	-14	-6.6%
CCN(CC)c1ccc2cc(S(=O)(=O)c3ccc(Cl)cc3)c(=O)oc2c1	.	-6.1%
CS(=O)(=O)c1ccc(Cl)c(C(=O)O)c1	6	4.2%
CN1CCN(S(=O)(=O)c2ccc(NC(=S)NC(=O)C(C)(C)C)cc2)CC1	.	-1.9%
Cc1ccccc1Nc1nc(N)nc(COC(=O)C2CCCCC2)n1	.	3.3%
COc1ccc(/C=N/NC(=O)c2ccccc2OCc2ccccc2)c(OC)c1	-7	0.0%
C=CCOC(=O)CCC(=O)Nc1cccc2ccccc12	101	1.4%
COc1ccc(CCn2c(O)c(C=NCCN3CCCCC3)c(=O)[nH]c2=O)cc1OC	1	1.8%
O=C1OCC2=C1C(c1ccc(F)cc1)c1cc3c(cc1N2)OCCO3 (stereo not given)	-8	-0.4%
CCOC(=O)CCn1cc(F)c(=O)n(Cc2ccccc2)c1=O	5	-1.9%
COc1ccc(/C=C/C(=O)NC(=S)NNC(=O)c2ccco2)cc1	.	-2.6%
COc1ccc(Cn2nnnc2C(C(C)C)N(Cc2ccco2)Cc2cccs2)cc1 (stereo not given)	-2	7.4%
O=C(NN1C(=O)c2ccccc2C1=O)C1CC2CCC1C2 (stereo not given)	.	0.1%

For reference, some entries already given:
SMILES	Mtb RmlCD inh	M. tuberculosis GlmU
Cc1cc(C(=O)NNS(=O)(=O)c2ccccc2C(F)(F)F)nn1C(C)(C)C	-14	-6.6%
CCN(CC)c1ccc2cc(S(=O)(=O)c3ccc(Cl)cc3)c(=O)oc2c1	.	-6.1%
CS(=O)(=O)c1ccc(Cl)c(C(=O)O)c1	6	4.2%
CN1CCN(S(=O)(=O)c2ccc(NC(=S)NC(=O)C(C)(C)C)cc2)CC1	.	-1.9%
Cc1ccccc1Nc1nc(N)nc(COC(=O)C2CCCCC2)n1	.	3.3%
COc1ccc(/C=N/NC(=O)c2ccccc2OCc2ccccc2)c(OC)c1	-7	0.0%

(cont.)
SMILES	Mtb RmlCD inh	M. tuberculosis GlmU
c1ccc(-c2ccccc2OCCn2cncn2)cc1	2	0.4%
CC(C)C(=O)Nc1cccc(NC(=O)c2ccc(Cl)cc2Cl)c1	.	2.1%
CCCn1nnnc1SCC(=O)NCc1ccccc1	-1	0.7%
Cc1nn(C)c(Nc2ccc(Br)cc2)c1Br	12	-1.4%
CCC1=Nc2ccc(Br)cc2C(c2ccccc2)N1CC(=O)OC (stereo not given)	-10	-1.6%
CCCN1CCc2[nH]c(=S)[nH]c(=O)c2C1	12	2.0%
COCC(=O)Nc1ccc2c(c1)OCO2	8	0.1%
CC(=O)C1=C(C)N(CC2CC2)C(=O)N[C@H]1c1cccs1	.	4.8%
CCC(C)NC(=O)c1cccc(OCc2c(C)noc2C)c1 (stereo not given)	.	-3.7%
Cc1ccc(N2C(=O)N(CC(=O)Nc3ccc(C)cc3C)C(=O)C2C)cc1 (stereo not given)	-21	-4.3%
Clc1ccc2nc(N3CCNCC3)nc(-c3ccccc3)c2c1	42	-1.5%
Cc1cc(/C=C(\C#N)C(=O)NCc2ccco2)c(C)[nH]1	.	3.7%
Cc1c(-c2ccc(Br)cc2)nc2ccccn12	-7	3.6%
CSc1ccccc1C(=O)N1CCN(c2ccc(F)cc2)CC1	0	5.7%
Cc1nc([N+](=O)[O-])cn1CC(O)c1ccc(Cl)cc1 (stereo not given)	9	9.1%
Cc1cccc(-n2c(CNC(=O)c3ccc(S(=O)(=O)N(C)C)cc3)nnc2SCC(=O)Nc2ccc(F)cc2)c1	3	6.2%
O=C(/C=C/c1ccccc1Cl)Nc1ccc(Cl)cn1	.	-3.5%
CC(=O)c1ccc(-c2nnc(CCC(=O)N(C)Cc3cnc4ccccn34)o2)s1	.	-1.6%
O=C(CSc1nnc(-c2ccco2)o1)c1ccc(O)cc1O	-8	-5.5%
CC(=O)N/C(=C\c1ccccc1)C(=O)OCC(=O)NC1CCCC1	-6	-1.0%
O=C(NCCc1ccccc1)c1n[nH]c(=O)c2ccccc12	10	6.0%

A different layout for 6 compounds above:
Each structure is followed by: Mtb RmlCD inh | M. tuberculosis GlmU
> CCCn1nnnc1SCC(=O)NCc1ccccc1
  -1 | 0.7%
> Cc1nn(C)c(Nc2ccc(Br)cc2)c1Br
  12 | -1.4%
> CCC1=Nc2ccc(Br)cc2C(c2ccccc2)N1CC(=O)OC (stereo not given)
  -10 | -1.6%
> CCCN1CCc2[nH]c(=S)[nH]c(=O)c2C1
  12 | 2.0%
> COCC(=O)Nc1ccc2c(c1)OCO2
  8 | 0.1%
> CC(=O)C1=C(C)N(CC2CC2)C(=O)N[C@H]1c1cccs1
  . | 4.8%
